NF-kB neuron act: raises NF-kB expression in human neuronal cells. NF-kB reporter expression; active compounds read high. fold change at 12.5 µM. AID 1239. 190,000 tested, 1.6% active; in the data active = fold change above about 3.3
APP 5'UTR act: activates APP 5'UTR luciferase reporter; SH-SY5Y APP 5'UTR luciferase reporter, luminescence; zero percent = DMSO vehicle wells; activation, % at 2 µM; 190,000 tested, 1% active; AID 1276;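 active = activation above a set limit, based on mean plus 3 SD of controls, cut at about 140% in these data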; note: values of inactives mirror those of a sister screen read the other way
Efa HMGR inh: blocks class II HMG-CoA reductase of Enterococcus faecalis; inhibition, % at 10 µM; 190,000 tested, 0.41% active; purified E. faecalis HMGR, NADPH absorbance 340 nm kinetic;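 active = inhibition above a set limit, the median over all tested compounds plus 3 SD, cut at about 9.5% in these data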;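 note: enzyme runs in reverse so mevalonate oxidation gives rising NADPH absorbance; 0% = complete reaction with DMSO and 100% = background rate lacking mevalonate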
DTT redox prof: compounds producing H2O2 with reducing agent – biochemical, NIH compound library profiling, artefact control for MLSCN library redox annotation, primary screen. DTT-dependent redox cycling H2O2, phenol red/HRP absorbance; 100% = 100 µM peroxide control, 0% = buffer. activation, % at 10 µM. 200,000 tested, 0.03% active. AID 878;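 active = activation of at least 50% relative to the plate's high and low controls in the primary single-dose screen; inactive = activation below 50%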;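 note: compound incubated with DTT at 0.8 mM final as the reducing agent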
Hsp70 act: Hsp70 transcriptional activation, primary screen; HeLa Hsp70 promoter luciferase reporter, luminescence; scaled: vehicle 0, proteasome-inhibitor control 100%; activation, % at 10 µM; 200,000 tested, 0.04% active; AID 1203;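 active = activation above the mean across all tested compounds plus 3 SD, cutoff set per campaign, cut at about 5.5% in these data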;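 note: 100% = MG132 at 30 µM as the positive control and 0% = DMSO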
FLuc inhib CS: inhibits firefly luciferase, flagging false hits in luciferase inhibition screens; ATPLite firefly luciferase biochemical luminescence, 10 min; P08659; inhibition, % at 10 µM; 200,000 tested, 1.5% active;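 active = inhibition above about 50% when tested at 10 µM, limit read from the data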
Target sequence (P08659 whole entry, looked up): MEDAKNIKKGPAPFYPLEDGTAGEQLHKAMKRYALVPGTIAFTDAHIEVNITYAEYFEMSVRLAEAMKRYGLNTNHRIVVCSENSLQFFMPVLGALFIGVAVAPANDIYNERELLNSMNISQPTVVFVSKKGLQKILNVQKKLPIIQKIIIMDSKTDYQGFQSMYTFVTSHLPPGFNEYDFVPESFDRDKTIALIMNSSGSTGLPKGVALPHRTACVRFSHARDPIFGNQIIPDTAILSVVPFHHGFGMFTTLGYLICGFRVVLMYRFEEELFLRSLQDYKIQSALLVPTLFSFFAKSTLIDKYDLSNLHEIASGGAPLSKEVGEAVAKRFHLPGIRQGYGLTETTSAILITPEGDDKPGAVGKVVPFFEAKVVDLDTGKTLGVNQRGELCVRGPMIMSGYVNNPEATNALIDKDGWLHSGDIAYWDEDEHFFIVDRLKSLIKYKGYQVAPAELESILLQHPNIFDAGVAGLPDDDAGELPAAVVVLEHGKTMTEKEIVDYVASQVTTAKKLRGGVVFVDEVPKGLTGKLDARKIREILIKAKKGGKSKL
G6PDH counter: inhibits Leuconostoc G6PDH, flagging false hits in G6PDH-based assays; Purified L. mesenteroides G6PDH, diaphorase/resazurin coupled fluorescence, 45 min; inhibition, % at 5 µM; 200,000 tested, 0.12% active; in the data active = inhibition above about 50%
FLuc act counter: firefly luciferase counter-screen for stimulation assays; P08659; ATPlite luciferase biochemical, luminescence, 10 min; 0 = ATP-free wells, 1 = DMSO control; activation factor at 10 µM; 200,000 tested, under 10 active; AID 1027;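 active = luciferase activation factor, scaled between plate controls, of at least 2 with compound at 10 µM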
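Assay system: Luciferase/luciferin detection reagent, cell-free biochemical luciferase assay / Read-out: luciferase activation / Benchmarks: No-ATP low control, compound-free enzyme-plus-ATP high control / Medium: PBS buffer for ATP / Detection: luminescence measurement of luciferase light output / Schedule: 10 min at ambient temperature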
APP 5UTR inh: APP translation inhibition; AID 1285; SH-SY5Y APP 5'UTR-luciferase reporter, luminescence; 190,000 tested, 0.82% active; inhibition, % at 2 µM;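 active = inhibition above a set limit, derived from the sample mean plus 3 SD, cut at about 45% in these data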; note: values of inactives mirror those of a sister screen read the other way
STAT1 activator: activators of IFN-gamma induced STAT1 signaling. activation (% of control), % at 5.5 µM. 200,000 tested, 2.6% active. NIH 3T3 STAT1-luciferase reporter, luminescence; 100% = IFN-gamma alone, no compound;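 active = activation above the screen-wide mean activation plus 3 SD, cut at about 130% in these data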;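 note: raw ratio to IFN-gamma control signal so 100% means no change and 0% no light; values of inactives mirror those of a sister screen read the other way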
Numbers without * were called inactive; / = not tested or not shown.

SMILES	NF-kB neuron act	APP 5'UTR act	Efa HMGR inh	DTT redox prof	Hsp70 act	FLuc inhib CS	G6PDH counter	FLuc act counter	APP 5UTR inh	STAT1 activator
S=C(NC1CCCC1)N1CCN(c2cccc(Cl)c2)CC1	0.97	1	-4	8.3	-0.2	-5	3	1.1	-1	88
Cc1ccccc1NN=Nc1nc2c([nH]1)c(=O)n(C)c(=O)n2C	0.83	-4	-4	0.5	-0.3	-4	-2	1	4	106
Cn1c(Sc2ccc(Br)cc2)c(C=O)c2ccccc21	0.76	2	3	0.3	-0.2	-4	2	1	-2	87
CC(=O)c1cc(C#N)c(SCc2ccncc2)nc1C	0.86	4	-1	-1.4	-0.2	-6	2	1.1	-4	108
CSc1ccc(C#N)cc1NC(=O)c1ccccc1C	1.3	10	0	0.2	-0.2	0	-2	1	-10	101
O=C(C1CCN(S(=O)(=O)N2CCOCC2)CC1)N1CCN(c2ccccc2F)CC1	1.2	8	-1	-0.5	-0.5	-5	0	1.1	-8	104
CCOC(=O)c1nc2sc3c(c2c(=O)n1C(C)C(=O)OCC)CCCC3 (centres undefined)	1.3	-22	-6	0.7	-0.1	-6	1	1.1	22	102
COc1ccc(C2C(C(=O)N3CCCC3)c3cc(OC)c(OC)cc3C(=O)N2C)cc1 (centres undefined)	1.5	-22	3	-0.1	-0.2	-3	6	1	22	98
Cn1c(=O)c2c(nc(NCc3cccnc3)n2Cc2cccc(C(F)(F)F)c2)n(C)c1=O	0.71	11	-10	-0.9	-0.6	-7	6	1.1	-11	81
COc1ccccc1CNc1ncnc2cc(OC)c(OC)cc12	0.69	-17	8	-1.1	-0.4	-6	0	1.1	17	88
Cc1c(CCOC(=O)CC23CC4CC(CC(C4)C2)C3)sc[n+]1CC(=O)c1ccc(Br)cc1	0.99	-1	1	0.3	0.2	-8	-4	1.1	1	94
Cc1ccc(CNC(=O)CCCNC(=O)c2ccc(Cl)cc2)n1C	1.3	3	-3	2.0	-0.5	-7	13	1.1	-3	100
COc1ccc(CCNC(=S)NC(=O)c2ccc(Br)cc2)cc1OC	1.3	5	0	0.3	-0.3	-6	2	1.1	-5	99
Cc1oc(-c2ccc(Cl)cc2)nc1CN1CCCC(C(=O)NCc2ccccn2)C1 (centres undefined)	0.94	2	3	2.2	0.1	-1	4	1	-2	104
NS(=O)(=O)c1ccc(N/C=C\C(=O)c2ccncc2)cc1	1.1	-23	1	-1.2	-0.2	-1	8	1	23	108
Nc1ccc2nc(SCc3ccc([N+](=O)[O-])cc3)sc2c1	1.2	-25	-1	-6.6	0.0	9	5	0.9	25	95
CCN1CCN(CCC(=O)Nc2ccc3c(c2)OCO3)CC1	1.2	/	16*	1.4	1.4	-7	-1	1.1	15	99
O=C(Oc1cccc2cccnc12)c1cccs1	1.4	-2	-1	-3.9	0.3	-2	50	1	2	104
Cc1ccccc1CSc1ncc(C#N)c(N)n1	2.2	3	-3	0.1	-0.2	-3	2	1	-3	166*
O=C1OCC(CO)(CO)N=C1NNc1ccccc1Cl	1.1	-24	5	-0.2	-0.4	-3	4	1	24	98
CC(=O)Nc1nc2c(s1)C(=O)NCCC2	1.3	22	-2	-2.2	-0.5	-2	9	1	-22	102
Cc1ccc(SCCNC(=O)CN(c2ccc3c(c2)OCO3)S(C)(=O)=O)cc1	1.1	-22	-5	0.5	-0.2	-8	-15	1.1	22	98
CC1(C)CC(=O)C(N=Nc2c(Cl)cc(Cl)cc2Cl)=C(O)C1	0.83	-3	3	0.2	0.0	3	-12	1	3	95
CN(C)CCC(=O)c1ccc(Cl)cc1	1.2	14	-2	2.2	0.8	-8	4	1.1	-14	97
CN(CC(=O)Nc1ccccc1C(F)(F)F)C(=O)COc1ncnc2ccccc12	1	2	2	1.4	-0.1	-5	6	1.1	-2	90
Cc1nnc(SCC(=O)N2CCC(C(=O)Nc3nccs3)CC2)n1Cc1ccccc1	0.86	8	-2	2.6	-0.4	-13	3	1.1	-8	101
CCOc1cc2[nH]c(=S)n(CCCN3CCOCC3)c(=O)c2cc1OCC	1.3	2	-2	-0.7	0.2	5	-27	0.9	-2	109
CS(=O)(=O)N(CC(O)CON=C1c2ccccc2-c2ccccc21)c1ccc(F)cc1 (centres undefined)	0.69	-8	-1	0.0	-0.3	-8	1	1.1	8	84
CC1=Nc2ccccc2NC(=O)C1Sc1nnc(C)s1 (centres undefined)	1.3	16	-2	0.4	-0.3	-5	8	1	-16	102
CC(=O)c1ccc(S(=O)(=O)NCCCC(=O)NCCc2ccccn2)cc1	0.89	-10	3	-0.7	-0.1	-2	2	1	10	95
Cc1ccccc1Cn1c(O)c(N=NC(=S)Nc2ccccc2F)c2ccccc21	1	-15	1	-0.1	-0.3	-3	0	1	15	104
CCOC(=O)N1CCN(CC(=O)Nc2sccc2C#N)CC1	1.2	1	-11	0.0	-0.1	-9	8	1.1	-1	91
CC(C(=O)Nc1cccc([N+](=O)[O-])c1)[n+]1ccccc1 (centres undefined)	1.2	2	3	-0.7	-0.3	-4	14	1	-2	93
C[C@@H]1NC(=O)[C@H](CCC(N)=O)NC(=O)c2cc([N+](=O)[O-])cc(I)c2NCCC[C@@H](C(N)=O)NC1=O	1.3	32	-6	-0.8	-0.3	-1	10	1	-32	94
O=C(CSc1ccccn1)NC1CCCC1	1.2	9	-5	-0.2	-0.2	-3	14	1	-9	97
Cc1cc(C)c2[nH]c(=O)c(CN(CC3CCCO3)C(=O)C3CCCO3)cc2c1 (centres undefined)	1.1	6	-3	1.1	0.1	0	18	1	-6	93
CCCCn1nnnc1SCC(=O)NCc1ccccc1	1.1	3	-5	19	-0.1	-2	2	1	-4	102
c1ccc2c(c1)CC/C2=N/Nc1nc2ccccc2[nH]1	3.4*	180*	-4	-1.8	0.9	43	7	0.6	-180	137*
CC(C)(CO)NS(=O)(=O)c1ccc2c(c1)C(=NO)c1cc(S(=O)(=O)NC(C)(C)CO)ccc1-2	1	41	1	0.1	-0.3	4	2	1	-41	96
COC(=O)CNC(=O)COc1ccccc1	1	25	-3	0.9	-0.2	-7	15	1.1	-25	101
Cc1ccc(S(=O)(=O)/N=c2\sccn2C)cc1	1.3	5	-5	1.5	-0.5	-1	2	1	-5	102
O=C(NC(=S)NCCCN1CCOCC1)c1ccco1	1.3	-7	1	0.2	0.1	2	5	1	7	111
Cc1ccc(-n2ncc3c(=O)n(CC(=O)NC4CCCCC4)cnc32)cc1	1	-2	0	4.0	-0.4	11	-2	0.9	2	100
c1ccc(COn2nnc3ccccc32)c(COn2nnc3ccccc32)c1	0.5	-13	1	2.4	0.3	-4	-8	1	14	103
Cc1cc(Nc2cccc(Cl)c2)nc(N2CCOCC2)n1	0.86	9	-2	-0.2	-0.1	-4	11	1	-9	100
CCOC(=O)C1=C(c2ccccc2)NC(SCC(=O)Nc2ccccc2C)=C(C#N)C1c1ccco1 (centres undefined)	0.62	-5	0	0.2	-0.4	-3	-10	1	5	104
O=c1c2ccccc2c(/C=N/c2n[nH]c(CCCO)n2)c(O)n1-c1ccccc1Cl	0.58	9	-8	-0.6	-0.2	30	4	0.7	-9	95
Cn1c(/C(C#N)=C(\O)c2ccc([N+](=O)[O-])cc2)nc2ccccc21	1.4	9	0	-0.8	-0.1	-8	3	1.1	-9	107
CCOc1ncccc1C(=O)NCC1COc2ccccc2O1 (centres undefined)	0.93	3	1	3.4	-0.2	0	4	1	-3	106
O=C(CCl)N=c1sccn1Cc1cccc2ccccc12	0.08	-13	-7	-0.1	-0.2	0	1	1	13	14

Already shown: 3 of the compounds above.
SMILES	NF-kB neuron act	APP 5'UTR act	Efa HMGR inh	DTT redox prof	Hsp70 act	FLuc inhib CS	G6PDH counter	FLuc act counter	APP 5UTR inh	STAT1 activator
Cn1c(/C(C#N)=C(\O)c2ccc([N+](=O)[O-])cc2)nc2ccccc21	1.4	9	0	-0.8	-0.1	-8	3	1.1	-9	107
CCOc1ncccc1C(=O)NCC1COc2ccccc2O1 (centres undefined)	0.93	3	1	3.4	-0.2	0	4	1	-3	106
O=C(CCl)N=c1sccn1Cc1cccc2ccccc12	0.08	-13	-7	-0.1	-0.2	0	1	1	13	14

Next part
SMILES	NF-kB neuron act	APP 5'UTR act	Efa HMGR inh	DTT redox prof	Hsp70 act	FLuc inhib CS	G6PDH counter	FLuc act counter	APP 5UTR inh	STAT1 activator
COC(=O)C1=C(C)N(c2cccc(Cl)c2)C(=O)C1	1.4	11	-1	1.9	-0.1	-5	-12	1.1	-11	97
Cn1c(SCc2cccc3ccccc23)nnc1-c1ccco1	1.3	10	1	0.9	0.5	-2	-15	1	-10	99
COC(=O)c1cc2n3ccccc3c(C)c(-c3ccccc3)c-2c1C(=O)OC	0.68	9	1	0.2	-0.3	-10	-4	1.1	-9	95
c1ccc2c(c1)CC1(CCCCC1)n1nnnc1-2	0.94	-5	1	0.3	-0.4	-2	7	1	5	75
CCCn1c(SCC(=O)NC)nnc1C(C)C	1	-7	1	-0.5	0.4	-8	4	1.1	8	109
O=C(C1CC1)N1N=C(c2ccncc2)CC1(O)C(F)(F)F (centres undefined)	1.2	1	-3	-0.2	0.0	-6	10	1.1	-1	91
N#CC1=C(N)n2c(s/c(=C\c3cccs3)c2=O)=C(C#N)C1c1cccs1 (centres undefined)	0.96	-5	2	1.2	-0.3	-3	-20	1	5	89
N#Cc1cccc(NC(=O)COC(=O)c2cccc(N3C(=O)c4ccccc4C3=O)c2)c1	1.2	7	-6	-0.3	-0.2	-2	3	1	-7	101
COC(=O)c1cc(=O)n(CCc2ccc(OC)c(OC)c2)c(=Nc2ccc(F)c(Cl)c2)s1	1.7	-1	2	-1.0	-0.5	-7	3	1.1	1	90
CCSc1nnc(-c2ccccc2N)c(=O)[nH]1	2.1	17	-4	-0.4	-0.3	-2	-8	1	-17	98

Looked up above.
Efa HMGR inh with CCSc1nnc(-c2ccccc2N)c(=O)[nH]1 is entered as -4
FLuc inhib CS with N#CC1=C(N)n2c(s/c(=C\c3cccs3)c2=O)=C(C#N)C1c1cccs1 (centres undefined) is entered as -3

The list continues:
SMILES	NF-kB neuron act	APP 5'UTR act	Efa HMGR inh	DTT redox prof	Hsp70 act	FLuc inhib CS	G6PDH counter	FLuc act counter	APP 5UTR inh	STAT1 activator
Cc1cc(C)nc(SCc2ccc(F)cc2)n1	1.2	-10	2	0.0	-0.4	-5	14	1.1	10	105
O=C(NNC(=S)NCC1CCCO1)c1cccc(S(=O)(=O)N2CCOCC2)c1 (centres undefined)	0.9	-5	-4	0.0	0.0	-7	0	1.1	5	102
COC(=O)N/N=C/c1ccccc1Cl	1.5	-12	1	-2.7	-0.1	-3	7	1	12	98
CCOc1ccc(-c2cc(C)n3nc(C(N)=O)cc3n2)cc1	0.92	-10	-8	0.0	-0.5	-7	9	1.1	10	98
CCC(C)NC(=O)C(NS(=O)(=O)c1cccc2nsnc12)c1ccccc1 (centres undefined)	1.1	-6	-5	-0.1	-0.1	-6	2	1.1	6	99
Cc1ccc(NC(=O)c2ccc(-n3cccn3)c([N+](=O)[O-])c2)cc1C	0.85	39	0	0.0	0.3	-4	7	1	-39	114
COc1cc(-n2c(C)nc3cc(C(=O)NCc4ccco4)ccc32)cc(OC)c1OC	1.5	16	-1	0.1	0.0	-3	3	1	-16	106
Cc1ccc(CCNC(=O)C2CCN(C(=O)N(C)C)CC2)cc1	1.2	-17	-3	-0.1	-0.4	-6	5	1.1	17	107
COc1ccccc1NC(=O)CN(Cc1ccco1)C(=O)c1ccc(Cl)nc1	1.3	6	1	-2.3	-0.3	2	4	1	-6	101

Source: PubChem BioAssay (several laboratories)

Rows are unselected, and some 5.3% of all compounds hit somewhere here.
